# PG9 Ab binder: PG9 antibody binding by small molecule; AID 624416; inhibition, % at 6.7 µM; 0.43% of 360,000 active; TR-FRET gp120-PG9 antibody binding; in the data active = inhibition above about 8.5%
# SMARCA2 activ: increases SMARCA2 function in MMTV reporter cells | MG213 cells, MMTV-luciferase reporter, dexamethasone, overnight | activation, % at 9.1 µM | 1% of 370,000 active; in the data active = activation above about 7.8%;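 also: 0% = vehicle wells and 100% = reference activator wells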
# ASAP1 inh: blocks human ASAP1-stimulated Arf1 GTP hydrolysis; Q9ULH1; GDP FP detection; inhibition, % at 16.5 µM; 0.19% of 360,000 active; in the data active = inhibition above about 25%;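 also: 0% = vehicle with enzyme and substrate and 100% = no enzyme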
# ARFGAP1 inhibitor: inhibits rat ARF GTPase activating protein 1. inhibition, % at 16.5 µM. 0.26% of 360,000 active. Arfgap1-stimulated ARF1 GTP hydrolysis, GDP FP detection. AID 651572;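 active = inhibition above a per-plate limit, mean inhibition of low control wells plus 3 SD, cut at about 25% in these data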;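 also: 0% = DMSO wells with enzyme and 100% = wells lacking Arfgap1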
#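 Material: rat Arfgap1 catalytic domain, aa 1-136; also added: human ARF1(Δ1-17)-GTP substrate; compound dosing: one concentration, 16.5 µM, DMSO 1.26%; incubation: GTP hydrolysis reaction 2 h at 25 °C; measured by: Tracer-displacement fluorescence polarization with EDTA stop, 620/688 nm; evaluation: % inhibition from polarization; repeats: one replicate per compound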
# NPR1 activator: GC-A (human) enzyme activation; 0.14% of 370,000 active; HEK293 GC-A cells, cGMP TR-FRET, EC30 ANP; 0% at EC30 ANP, 100% saturating ANP; activation, % at 10 µM; AID 1671463; P16066; in the data active = activation above about 40%
# HTRA1 inh: HTRA1 (human) protease inhibition. Q92743. recombinant HTRA1, FP-rhodamine activity-based probe, fluorescence polarization. inhibition, % at 5.96 µM. 0.5% of 340,000 active. AID 504803; in the data active = inhibition above about 36%;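 also: 0% = enzyme with DMSO and 100% = wells lacking enzyme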
# ABHD4 inh: ABHD4 (mouse) inhibition, primary FP screen. purified mABHD4, FP-Rh probe fluorescence polarization. inhibition, % at 8.92 µM. 0.54% of 370,000 active. AID 720543;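 active = inhibition exceeding the mean over every tested compound plus 3 SD, cut at about 30% in these data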;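 also: 0% = plate median of compound wells and 100% = S159A mutant with DMSO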
#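 Material: mouse ABHD4 enzyme, wild type; Benchmarks: S159A mutant high control, sample median low control; Buffer or medium: HEPES pH 7.0, NaCl, Pluronic buffer; Signal: fluorescence polarization; Read-out: percent inhibition of probe binding, normalized to plate controls; Timing: pre-incubation 45 min, probe exposure 60 min, at 25 °C; Dosing: 8.92 µM, single dose.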
# NR1D1 modulator: modulates human Rev-erb alpha binding to DNA | activity, % at 10 µM | Rev-erbα–FITC-DNA binding, fluorescence polarization, 90 min | AID 1259318 | 0.79% of 370,000 active | P20393;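 active = activity above about 14%, limit read from the data; passing the limit was not always enough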;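 also: 0% = DMSO wells with 35 nM protein and 100% = DMSO wells with 750 nM protein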
# rCAG RNA binder: molecules binding r(CAG) RNA repeats; inhibition, % at 3 µM; AID 651821; r(CAG) RNA repeat, TO-PRO-1 dye displacement fluorescence; 1.3% of 370,000 active;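 active = inhibition above the plate cutoff, the mean of all test compounds on that plate plus 3 SD, cut at about 35% in these data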;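 also: 0% = DMSO alone and 100% = 100 µM mitoxantrone as full dye displacement; higher means more dye released from RNA so lower well fluorescence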
# GC-B act: GC-B (human) receptor activation; P20594; HEK293-GC-B cells, CNP EC30, cGMP TR-FRET; 0% at EC30 CNP, 100% saturating CNP; activation, % at 10 µM; 0.11% of 370,000 active; AID 1920062;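 active = activation at 10 µM reaching about 35% in either raw or pattern-adjusted values, limit read from the data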
# Target sequence (P20594 whole entry, looked up): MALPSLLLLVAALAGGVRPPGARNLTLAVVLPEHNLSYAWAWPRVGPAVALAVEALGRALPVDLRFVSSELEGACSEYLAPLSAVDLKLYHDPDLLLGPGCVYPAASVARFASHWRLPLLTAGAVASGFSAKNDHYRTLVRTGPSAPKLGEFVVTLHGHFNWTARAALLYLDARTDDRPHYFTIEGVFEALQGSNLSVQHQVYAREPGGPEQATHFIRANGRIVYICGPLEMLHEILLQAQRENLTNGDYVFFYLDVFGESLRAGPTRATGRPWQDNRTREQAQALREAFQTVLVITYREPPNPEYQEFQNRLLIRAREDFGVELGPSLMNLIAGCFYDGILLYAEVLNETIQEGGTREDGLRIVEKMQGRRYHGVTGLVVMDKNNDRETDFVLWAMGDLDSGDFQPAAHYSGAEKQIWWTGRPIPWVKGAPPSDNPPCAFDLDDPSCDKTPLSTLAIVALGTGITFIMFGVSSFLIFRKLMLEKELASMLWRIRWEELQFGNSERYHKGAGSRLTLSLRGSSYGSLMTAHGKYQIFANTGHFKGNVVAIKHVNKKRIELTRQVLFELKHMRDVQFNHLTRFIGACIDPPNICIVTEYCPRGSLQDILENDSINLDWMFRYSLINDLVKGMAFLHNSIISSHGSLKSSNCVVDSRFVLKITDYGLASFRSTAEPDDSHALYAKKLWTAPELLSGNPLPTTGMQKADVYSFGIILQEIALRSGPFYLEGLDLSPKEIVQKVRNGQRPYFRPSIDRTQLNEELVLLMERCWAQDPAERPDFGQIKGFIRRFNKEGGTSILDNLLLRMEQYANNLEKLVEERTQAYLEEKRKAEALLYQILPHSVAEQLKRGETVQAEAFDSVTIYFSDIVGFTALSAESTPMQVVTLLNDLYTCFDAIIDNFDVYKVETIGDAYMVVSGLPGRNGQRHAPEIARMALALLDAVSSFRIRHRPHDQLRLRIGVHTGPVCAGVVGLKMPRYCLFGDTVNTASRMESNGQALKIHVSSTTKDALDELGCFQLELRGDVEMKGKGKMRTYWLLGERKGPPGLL
# Active calls of the source: *; . = not tested or not shown.
# Start of the data: the first 17 records as a preview:
SMILES,PG9 Ab binder,SMARCA2 activ,ASAP1 inh,ARFGAP1 inhibitor,NPR1 activator,HTRA1 inh,ABHD4 inh,NR1D1 modulator,rCAG RNA binder,GC-B act
O=[N+]([O-])c1ccc(NC2CCCC2)cc1,-0.5,1,-8,14,-2,-9,4,1,3,0
CC(C)N=C(NC#N)SCc1ccccc1F,0.5,-3,-1,12,4,3,4,2,-2,1
Cc1ccccc1C(=O)c1cccn1CC(=O)N1CCCCCC1,0.5,0,-9,0,2,4,4,4,-3,5
COc1cc2cc(CN(CCCO)S(=O)(=O)c3ccccc3)c(=O)[nH]c2cc1OC,-0.3,-1,5,5,3,-11,-6,-7,0,5
CCN(CC(=O)N(CC(C)C)c1c(N)n(CC(C)C)c(=O)[nH]c1=O)Cc1nc2ccccc2c(=O)[nH]1,-2.3,-4,2,8,-3,4,0,-2,-5,1
CCCCN(CCCC)CCC(O)c1cc2c(Cl)cc(Cl)cc2c2cc(C(F)(F)F)ccc12 (configuration not stated),-0.5,4,14,14,-1,-10,19,5,8,7
C=CCCCCCCCCC(=O)Nc1c[nH]c(=O)[nH]c1=O,-1.2,-2,7,-5,3,2,-5,-4,-2,-3
O=C(CSc1cccc[n+]1[O-])NN(c1ccccc1)c1ccccc1,-0.6,-5,-3,-7,-5,2,8,3,-1,-1
C[C@H]1CN([C@@H](C)CO)C(=O)CCCn2nncc2CO[C@H]1CN(C)C(=O)c1ccc(N2CCN(C)CC2)cc1,0.1,-3,-4,0,-2,0,7,-2,2,2
c1cc(CNC23CC4CC(CC(C4)C2)C3)ccn1,-4.2,1,0,-3,1,-1,-5,-4,-4,4
OC(COc1cccc2ccccc12)CN1CCN(c2ccccc2Cl)CC1 (configuration not stated),-1.6,-3,-1,17,-11,-36,-1,0,-2,-5
COc1ccccc1COCC(O)CN1CCCCC1CO (configuration not stated),-1.2,-1,-15,-7,1,-3,12,4,-2,1
COc1ccccc1CNc1ncnc2cc(Cl)ccc12,90*,-3,-3,2,1,-3,4,180*,1,-4
CCOCCCn1c(=N)c(S(=O)(=O)c2ccccc2)cc2c(=O)n3cc(C)ccc3nc21,0.9,-2,11,0,14,2,3,2,3,3
Nc1ncccc1OCc1ccc(Cl)c(Cl)c1,-2.2,2,4,12,3,0,-1,1,-4,8
Cc1c(NS(=O)(=O)c2cccc(C(=O)OCC(=O)c3ccc(Cl)cc3)c2)c(=O)n(-c2ccccc2)n1C,1.1,-1,0,4,61*,-7,-9,4,9,-2
CCCCOC(=O)C1C2CCC(O2)C1C(=O)OCC (configuration not stated),-0.7,3,-13,10,0,2,-4,3,0,1

# All compounds of this part (from the top)
SMILES,PG9 Ab binder,SMARCA2 activ,ASAP1 inh,ARFGAP1 inhibitor,NPR1 activator,HTRA1 inh,ABHD4 inh,NR1D1 modulator,rCAG RNA binder,GC-B act
O=[N+]([O-])c1ccc(NC2CCCC2)cc1,-0.5,1,-8,14,-2,-9,4,1,3,0
CC(C)N=C(NC#N)SCc1ccccc1F,0.5,-3,-1,12,4,3,4,2,-2,1
Cc1ccccc1C(=O)c1cccn1CC(=O)N1CCCCCC1,0.5,0,-9,0,2,4,4,4,-3,5
COc1cc2cc(CN(CCCO)S(=O)(=O)c3ccccc3)c(=O)[nH]c2cc1OC,-0.3,-1,5,5,3,-11,-6,-7,0,5
CCN(CC(=O)N(CC(C)C)c1c(N)n(CC(C)C)c(=O)[nH]c1=O)Cc1nc2ccccc2c(=O)[nH]1,-2.3,-4,2,8,-3,4,0,-2,-5,1
CCCCN(CCCC)CCC(O)c1cc2c(Cl)cc(Cl)cc2c2cc(C(F)(F)F)ccc12 (configuration not stated),-0.5,4,14,14,-1,-10,19,5,8,7
C=CCCCCCCCCC(=O)Nc1c[nH]c(=O)[nH]c1=O,-1.2,-2,7,-5,3,2,-5,-4,-2,-3
O=C(CSc1cccc[n+]1[O-])NN(c1ccccc1)c1ccccc1,-0.6,-5,-3,-7,-5,2,8,3,-1,-1
C[C@H]1CN([C@@H](C)CO)C(=O)CCCn2nncc2CO[C@H]1CN(C)C(=O)c1ccc(N2CCN(C)CC2)cc1,0.1,-3,-4,0,-2,0,7,-2,2,2
c1cc(CNC23CC4CC(CC(C4)C2)C3)ccn1,-4.2,1,0,-3,1,-1,-5,-4,-4,4
OC(COc1cccc2ccccc12)CN1CCN(c2ccccc2Cl)CC1 (configuration not stated),-1.6,-3,-1,17,-11,-36,-1,0,-2,-5
COc1ccccc1COCC(O)CN1CCCCC1CO (configuration not stated),-1.2,-1,-15,-7,1,-3,12,4,-2,1
COc1ccccc1CNc1ncnc2cc(Cl)ccc12,90*,-3,-3,2,1,-3,4,180*,1,-4
CCOCCCn1c(=N)c(S(=O)(=O)c2ccccc2)cc2c(=O)n3cc(C)ccc3nc21,0.9,-2,11,0,14,2,3,2,3,3
Nc1ncccc1OCc1ccc(Cl)c(Cl)c1,-2.2,2,4,12,3,0,-1,1,-4,8
Cc1c(NS(=O)(=O)c2cccc(C(=O)OCC(=O)c3ccc(Cl)cc3)c2)c(=O)n(-c2ccccc2)n1C,1.1,-1,0,4,61*,-7,-9,4,9,-2
CCCCOC(=O)C1C2CCC(O2)C1C(=O)OCC (configuration not stated),-0.7,3,-13,10,0,2,-4,3,0,1
COc1ccc([N+](=O)[O-])cc1NC(=O)COC(=O)C=C(C)C,-0.4,-1,-14,7,4,2,-4,-10,-2,-2
O=S(=O)(c1ccc2ccccc2c1)N1C=CC(C(F)(F)F)=NCC1,0.5,-2,-6,-2,0,-1,-1,-4,1,0
COC(=O)c1cc(-c2cccc(C#N)c2)c(=O)n2c1CCC2,.,-3,.,.,-4,.,-6,1,1,-1
CCC(C(=O)NCCCN1CCOCC1)n1c2ccccc2c2nc(=O)cc(C)n21 (configuration not stated),-1.4,-3,1,5,4,4,0,2,-4,-5
COC(=O)c1nc(-c2ccc(C)cc2)[nH]c1C(C)(C)C,-1.7,-4,-2,-8,1,.,3,-2,-2,-8
O=C(Nc1cccc(F)c1)C1CCN(c2nnnn2-c2ccccc2)CC1,1.8,-3,6,8,-4,-6,-4,-3,0,-5
CC(C(=O)N=Nc1c(O)n(C)c2ccc(Br)cc12)n1cnc2ccccc2c1=O (configuration not stated),-4.1,1,-6,4,-6,.,0,3,2,-12
COc1ccc(CCN2C(=O)C3CC=C(C)CC3C2=O)cc1OC (configuration not stated),0.3,-1,4,3,5,4,8,-3,0,-1
Cc1ccc(C)c(Cn2c(=O)n(CCCC(=O)NCc3ccco3)c(=O)c3ccccc32)c1,-0.8,-5,-2,-3,-13,5,-1,4,-3,-8
CCn1cc(C(=O)N2CCCC(CO)(Cc3ccccc3C)C2)cn1 (configuration not stated),-1.4,0,11,0,5,1,0,7,-6,0
CCN1CCN(CC(=O)n2c3c(c4ccccc42)CC(C)CC3)CC1 (configuration not stated),-0.2,-1,-4,10,1,4,2,-2,-2,1
COc1ccc(C#Cc2c(-c3ccsc3)oc3ccc(N4CCOCC4)cc23)cc1,4.0,0,5,0,9,-17,0,5,10,-1
Cc1ccc(Cl)cc1NC(=O)C1CC(=O)N(C(C)C)C1 (configuration not stated),-1.3,-1,5,7,6,-14,6,-2,0,3
Cn1c(C(=O)N2CCCCCC2)cc2c(=O)n(C)c3ccccc3c21,2.2,0,4,-6,1,1,3,-1,0,7
CCc1cc(C(=O)OC)c(NC(=O)C2CC(=O)NN2Cc2ccccc2)s1 (configuration not stated),-4.6,-3,-4,-5,-5,-11,-22,-12,-2,0
Cc1ccccc1NS(=O)(=O)c1cccc(-c2nnc(-c3ccccc3)o2)c1,0.4,-3,-1,11,-4,-48,-7,-1,8,0
O=C(NCc1ccccn1)c1ccc(CS(=O)(=O)Cc2ccc(Cl)cc2)o1,0.8,0,-3,10,1,10,-5,-3,2,-5
CCOC(=O)c1ccc2[nH]c3c(c2c1)CCCC3C(=O)OCC (configuration not stated),-1.7,1,-2,15,5,-15,-10,7,-2,0
c1cn2c(-c3ccoc3)cncc2n1,-0.7,1,-5,13,2,.,2,-8,5,-3
Cc1cccc2cc(/C=C/C(=O)c3ccco3)c(Cl)nc12,-0.9,-5,6,7,-6,.,4,-5,7,-4
c1ccc(CCNc2ncnc3scc(C4COc5ccccc5O4)c23)cc1 (configuration not stated),-1.1,-3,-2,15,-1,-46,-19,1,3,7
Cc1noc2ncnc(Sc3ccccc3Cl)c12,0.6,-3,-6,-2,2,-3,-8,0,-2,4
CCCN(CCC)CCCNC(=O)Cn1cnc2sc(C)c(S(=O)(=O)N3CCOCC3)c2c1=O,-0.6,-1,-31,-11,1,3,0,0,1,-1

# Sorted by formula weight (rising): some entries from above
SMILES,PG9 Ab binder,SMARCA2 activ,ASAP1 inh,ARFGAP1 inhibitor,NPR1 activator,HTRA1 inh,ABHD4 inh,NR1D1 modulator,rCAG RNA binder,GC-B act
Cn1c(C(=O)N2CCCCCC2)cc2c(=O)n(C)c3ccccc3c21,2.2,0,4,-6,1,1,3,-1,0,7
COc1cc2cc(CN(CCCO)S(=O)(=O)c3ccccc3)c(=O)[nH]c2cc1OC,-0.3,-1,5,5,3,-11,-6,-7,0,5
Cc1ccc(C)c(Cn2c(=O)n(CCCC(=O)NCc3ccco3)c(=O)c3ccccc32)c1,-0.8,-5,-2,-3,-13,5,-1,4,-3,-8

# More results:
SMILES,PG9 Ab binder,SMARCA2 activ,ASAP1 inh,ARFGAP1 inhibitor,NPR1 activator,HTRA1 inh,ABHD4 inh,NR1D1 modulator,rCAG RNA binder,GC-B act
CC12CN(Cc3ccccc3)CC(C)(CN(Cc3ccccc3)C1)C2=NO,0.1,-2,-5,7,-21,-4,1,-2,-1,-13
Cc1ccc(NS(=O)(=O)c2sc3ccc(Cl)cc3c2C)cc1,-0.2,-4,-8,23,1,.,-23,-18,19,2
O=C(COC(=O)c1ccc([N+](=O)[O-])o1)Nc1nc2ccccc2s1,-1.9,0,4,-11,2,-3,3,2,6,-4
CNc1nc(Cl)nc(NC(C)(C)C)n1,-0.4,1,2,4,5,3,5,-1,1,3
O=S1(=O)CC(N2CCOCC2)c2ccccc21 (configuration not stated),-1.6,1,2,-1,0,10,1,3,0,8
C=CCn1c(SCc2c(C)noc2C)nc2ccccc2c1=O,-2.5,0,1,-8,-22,-12,-6,2,-5,-4
O=C(NCCc1ccccc1)c1ccc(NC(=O)C2CCCCC2)cc1,0.4,-2,4,2,0,-2,4,-11,0,-2
O=C(Cn1cnc2c(nc3n2CCCCC3)c1=O)Nc1cccc(C(F)(F)F)c1,-1.9,2,2,6,-2,2,-1,-1,0,-6
CCCCCC(O)CCc1n[nH]c(=S)n1-c1ccccc1 (configuration not stated),0.2,0,-9,-2,-3,-1,6,-3,-1,-1
N#Cc1ccc2c(=O)n(-c3ccccc3)sc2c1,1.5,4,-6,6,5,5,3,2,1,12
